Source: PubChem (NMMLSC)
RGS7-Gao: regulators of human RGS7-Galphao interaction; P09471; Multiplexed bead flow cytometry, RGS7-Galphao binding; actives lie on both sides; binding response (% of control), % at 10 µM; actives 0.35% (n = 220,000); in the data active = binding response below about 49% or above about 150%; inconclusive = no clear call, values can overlap the other calls; inactive = in between;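 note: fluorescent Galphao held in activated GDP-AlF4 state binding bead-coupled RGS7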
Bim-Bfl-1: human Bim-Bfl-1 interaction inhibition; actives 0.12% (n = 190,000); AID 1008; Bead-based flow cytometry, Bim-Bfl-1 binding inhibition; inhibition, % at 10 µM;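 note: 0% = wells without compound plus tracer and 100% = blocker peptide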
Bim-Bcl-2: human Bim-Bcl-2 interaction inhibition; P10415; Bead-based flow cytometry, Bim peptide-Bcl-2 binding; inhibition, % at 10 µM; actives 0.06% (n = 190,000); AID 950; in the data active = inhibition above about 40%; inconclusive = no clear call, values can overlap the other calls;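 note: 0% = no compound wells with probe peptide and 100% = reference peptide inhibitor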
Target sequence (P10415 whole entry, looked up): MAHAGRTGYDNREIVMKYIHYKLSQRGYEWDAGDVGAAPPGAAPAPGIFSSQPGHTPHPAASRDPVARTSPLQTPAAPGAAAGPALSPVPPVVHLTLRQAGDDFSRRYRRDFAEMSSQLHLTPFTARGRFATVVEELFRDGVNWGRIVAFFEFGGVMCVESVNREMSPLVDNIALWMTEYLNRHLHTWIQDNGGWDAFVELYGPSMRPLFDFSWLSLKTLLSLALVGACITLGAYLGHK
RGS8-Gao: regulators of human RGS8-Galphao interaction; actives 0.34% (n = 220,000); AID 1423; P09471; multiplexed bead flow cytometry, RGS8-Galphao binding; actives lie on both sides; response (percent of control binding), % at 10 µM; in the data active = response below about 60% or above about 140%; inactive = in between;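 note: Galphao activated as the GDP aluminium fluoride complex binding bead-coupled RGS8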
ABCB1 block: inhibitors of human ABCB1 transporter, ABCG2 counter-screen; P08183; CCRF-Adr cells, JC-1 efflux, flow cytometry; inhibition, % at 6.6 µM; actives 0.067% (n = 190,000); AID 1326; in the data active = inhibition above about 40%;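 note: 0% = vehicle and 100% = reference inhibitor; higher value means more JC-1 retained so stronger ABCB1 efflux block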
Bim-Bcl-W: disrupts Bim peptide binding to human Bcl-W; actives 0.02% (n = 190,000); bead-based flow cytometry; Q92843; AID 952; inhibition, % at 10 µM;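 note: 0% = bound tracer without compound and 100% = peptide blocker; higher means less fluorescent Bim peptide bound to Bcl-W beads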
Target sequence (Q92843 whole entry, looked up): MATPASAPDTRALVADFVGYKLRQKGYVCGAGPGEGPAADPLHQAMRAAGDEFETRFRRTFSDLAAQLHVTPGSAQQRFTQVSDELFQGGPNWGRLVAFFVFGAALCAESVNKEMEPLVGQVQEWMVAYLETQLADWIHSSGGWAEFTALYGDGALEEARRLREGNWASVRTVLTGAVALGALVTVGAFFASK
Bim-Bcl-B: disrupts Bim peptide binding to human Bcl-B; Q9HD36; bead-based flow cytometry; inhibition, % at 10 µM; actives 0.073% (n = 190,000); AID 951;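 note: 0% = tracer peptide without compound and 100% = reference inhibitor peptide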
Target sequence (Q9HD36 whole entry, looked up): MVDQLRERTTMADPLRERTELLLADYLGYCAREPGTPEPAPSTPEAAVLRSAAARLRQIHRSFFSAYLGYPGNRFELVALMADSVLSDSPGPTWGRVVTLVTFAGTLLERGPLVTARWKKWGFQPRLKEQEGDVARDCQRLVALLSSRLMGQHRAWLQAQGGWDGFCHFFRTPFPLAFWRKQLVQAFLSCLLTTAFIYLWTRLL
RGS4-Gao reg: human RGS4-Galphao interaction regulation | actives 0.33% (n = 220,000) | P09471 | Multiplexed bead flow cytometry, RGS4-Galphao binding; actives lie on both sides | binding response (% of control), % at 10 µM | AID 1415; in the data active = binding response below about 49% or above about 150%; inactive = in between;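 note: fluorescent Galphao activated with aluminum fluoride binding bead-coupled RGS4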
ABCG2 inh: blocks JC-1 efflux by human ABCG2 transporter. actives 0.1% (n = 190,000). Q9UNQ0. AID 1325. inhibition, % at 6.6 µM. IgMXP3 cells, flow cytometry;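 active = inhibition above 80%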;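 note: 0% = DMSO and 100% = nicardipine control wells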
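Test system: ABCG2 IgMXP3 and barcoded ABCB1 CCRF-Adr cell mix; Schedule: cells with compound and JC-1, 10 min at 25 °C, rotating, no wash; Technique: flow cytometry of retained JC-1 fluorescence; Measure: % inhibition of efflux relative to nicardipine and DMSO; Controls: nicardipine high and DMSO low controls.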
Bim-Bcl-XL: human Bim-Bcl-XL interaction inhibition | inhibition, % at 10 µM | Q07817 | Bim peptide-Bcl-XL binding, bead flow cytometry, fluorescence | actives 0.04% (n = 190,000)
Target sequence (Q07817 whole entry, looked up): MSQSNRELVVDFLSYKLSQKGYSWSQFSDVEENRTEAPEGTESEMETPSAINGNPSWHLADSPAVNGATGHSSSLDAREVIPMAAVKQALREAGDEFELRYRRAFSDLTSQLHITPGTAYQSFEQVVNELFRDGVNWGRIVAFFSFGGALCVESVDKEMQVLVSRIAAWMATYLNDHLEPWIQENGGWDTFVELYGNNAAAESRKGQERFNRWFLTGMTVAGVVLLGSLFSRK
GSH fluor: GSH bead compound fluorescence profile; fluorescence (KMESF) at 10 µM; actives 0.25% (n = 190,000); GSH beads flow cytometry, compound fluorescence 488/530 nm; hits give high values; AID 1776; in the data active = fluorescence above about 89;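 note: glutathione beads carrying GST-tagged Bcl family fusion proteins plus one bare bead set; values are compound well signal with DMSO vehicle wells as background; inactives centre near 16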
* hit, by the source's call; ? = inconclusive; / = not tested or not shown; & = joins results of further samples. Cut-off read from the data, not from the text of the source, unless noted: active = inhibition above about 40%.

no.	smiles	RGS7-Gao	Bim-Bfl-1	Bim-Bcl-2	RGS8-Gao	ABCB1 block	Bim-Bcl-W	Bim-Bcl-B	RGS4-Gao reg	ABCG2 inh	Bim-Bcl-XL	GSH fluor
1	CC(=O)c1ccc(OCc2ccc(C(=O)c3ccccc3)cc2)cc1	?	-1	-2	100	0.1	0	-3	100	2	-1	18
2	CCOC(=O)C1=C(CC)Nc2ccccc2N=C1NC(=O)c1oc2ccccc2c1C	98	-1	-1	102	0.1	1	-1	98	1	-3	10
3	Cn1cnnc1SCC(=O)Nc1ccccc1Sc1ccccc1	93	-3	-2	97	0.5	-1	-6	96	5	-1	11
4	O=C(COc1cc(F)ccc1[N+](=O)[O-])Nc1cccc(Br)c1	89	-5	-6	96	0.2	-3	-1	93	6	-3	15
5	CC1(C)CC2(CCO1)CNC(=O)O2 (configuration not stated)	100	2	8	102	0.1	0	14	102	0	-2	11
6	COc1ccc(NC(=O)Cn2nnc(C(=O)NCCc3ccc(OC)c(OC)c3)c2N)cc1	102	-16	-14	104	0.4	-2	-6	99	11	-6	26
7	CC1CCN(S(=O)(=O)c2cccc(-c3cn4cc(Cl)ccc4n3)c2)CC1	103	-2	0	101	0.0	0	-2	105	0	-1	4
8	CCCCc1c(O)nc(SCC(=O)NCCc2ccc(OC)c(OC)c2)[nH]c1=O	99	1	2	102	-0.2	0	-1	97	-1	2	16
9	O=C(c1cc2nc(-c3ccco3)cc(C(F)(F)F)n2n1)N1CCN(c2ccccc2)CC1	95	0	3	97	1.6	0	-4	98	7	0	22
10	CCC(=O)Nc1ccc(N2CCC(C)CC2)cc1	/	2	-2	/	-0.8	-3	-7	/	-1	-6	18
11	O=C(N/N=C\c1ccc(-c2ccc([N+](=O)[O-])cc2)o1)C1COc2ccccc2O1 (configuration not stated)	104	1	2	101	-0.5	4	-19	103	-3	0	7
12	COc1ccc(N(CC(=O)NCc2ccco2)S(=O)(=O)c2c(C)nn(C)c2C)cc1	100	-12	-8	101	0.5	0	-6	104	3	-5	23
13	CC(NC(=O)NCCCn1ccnc1)(C(F)(F)F)C(F)(F)F	116	-1	1	106	1.1	0	0	112	3	0	13
14	COc1cccc(-n2c(COc3ccc(C)cc3)nnc2SCC(N)=O)c1	97	-8	-9	99	0.0	-1	-9	101	0	-2	46
15	CCC1(C)Cc2ccccc2-c2nc(-c3ccccc3)oc(=O)c21 (configuration not stated)	100	-17	-7	100	0.8	-5	-12	100	12	-9	26
16	Cc1c(C)c(C)c(S(=O)(=O)N2CCNCC2)c(C)c1C	103	0	-2	104	0.1	3	-1	105	1	1	14
17	Cn1cccc1C(C(=O)NC1CCCCC1)N(C(=O)Cc1cccs1)c1ccc2c(c1)OCO2 (configuration not stated)	107	-12	-1	107	1.0	5	-3	107	3	8	56
18	CC(C)c1cc(CNC(=O)CC2C(=O)NCCN2CC2CCCCC2)on1 (configuration not stated)	94	-6	0	98	0.8	-6	-1	93	2	-5	9
19	COc1ccc(NS(=O)(=O)c2cc(N/C(=N\S(=O)(=O)c3ccccc3)c3ccc(F)cc3)ccc2Cl)cc1	98	0	-1	102	-1.0	-3	-4	100	-1	-7	5
20	COC(=O)c1ccc(NC(=O)CSCc2ccccc2)cc1	100	-2	-3	96	0.5	-2	0	104	3	-2	12
21	CCCCNC(=S)N/N=C/c1ccc(C)s1	99	0	2	100	-0.4	9	2	101	14	5	40
22	CSc1ccc(Cl)c(C(=O)OCC(=O)NCc2ccco2)c1	93	-7	-5	99	0.0	3	-6	95	8	0	38
23	CCOC(=O)COc1ccc(Br)cc1/C=C/c1[nH]c(=O)[nH]c(=O)c1[N+](=O)[O-]	?	-1	0	100	-1.1	-2	-3	100	-3	-2	11
24	O=C(c1cn(-c2ccccc2)nc1-c1cccs1)N1CCN(c2ccccc2)CC1	101	-16	-5	105	0.6	2	-6	106	20	-8	36
25	COc1ccccc1N1CCN(C(=O)CCCCn2c(=O)[nH]c3ccsc3c2=O)CC1	112	-10	-7	106	-2.1	0	-4	111	-4	-3	20
26	Cc1ccc(S(=O)(=O)N(CC(O)CN2CCCCC2)c2ccccc2)cc1 (configuration not stated)	104	-11	-7	112	1.8	0	-3	101	3	-5	22
27	CCN(CC)S(=O)(=O)c1ccc(N2CCOCC2)c(NC(=O)c2ccc(C#N)cc2)c1	?	-3	-3	99	1.3	-1	-8	98	9	-2	11
28	CCOC(=O)c1cnn(-c2cc(Oc3ccccc3C)ncn2)c1N	96	4	0	97	0.4	5	0	97	3	0	14
29	CC1Oc2ccccc2N(CC(=O)Nc2ccc3c(c2)OCO3)C1=O (configuration not stated)	100	-8	-8	101	0.2	-1	-5	102	1	-3	26
30	Oc1ccc(/C=C/c2ccnc3ccccc23)cc1	97	0	8	93	-0.6	0	-4	96	-1	0	8
31	CCOc1ccc(C(=O)CCC(=O)NC(CC(C)C)C(=O)OC)cc1 (configuration not stated)	104	-4	0	102	0.9	-2	-4	100	4	0	10
32	Cc1cc(NC(=O)CCN2CCC(C(N)=O)CC2)ccc1Br	100	1	3	99	0.0	2	0	102	0	0	18
33	Cc1cc(-c2nn(-c3ccccc3F)cc2CNCCc2cnc[nH]2)c(C)s1	104	-7	1	102	4.9	-3	-2	101	6	0	19
34	CCOC(=O)C1=C(O)/C(=C/c2cccc(OC)c2O)N=C1C	104	-3	-1	100	0.3	-3	-5	103	3	-2	20
35	COc1ccc2c(=O)c(N3C(=O)c4ccccc4C3=O)coc2c1	97	0	0	103	0.7	-2	-1	104	2	-3	19
36	CC(C)Cn1c(N)c(C(=O)COC(=O)C2=COCCO2)c(=O)n(C)c1=O	103	-3	-4	105	0.2	-1	0	100	1	-2	17
37	COc1ccc(-c2cc(-c3nnc(COC(=O)c4ccc(O)cc4)o3)c3ccccc3n2)cc1OC	97	-3	-1	100	-0.9	1	-7	98	-2	-2	13
38	CCOC(=O)c1nn(-c2ccc3ccccc3c2)cc1O	103	-2	0	101	0.5	-2	-1	100	3	-2	11
39	Cc1ccc(C(=O)COC(=O)c2n[nH]c(=O)c3ccccc23)cc1	100	-10	-6	102	0.4	0	-5	104	3	-16	30
40	COc1ccc(NS(=O)(=O)c2c(C)n(C)c(=O)n(C)c2=O)cc1OC	103	-9	-8	101	-0.1	-3	-1	100	1	-6	26
41	O=C1NC(Cc2c[nH]c3ccccc23)C(=O)N1CCOc1ccc(F)cc1 (configuration not stated)	99	-3	3	101	0.1	3	0	100	1	7	7
42	Cc1ccn2cc(CNS(=O)(=O)c3ccc4c(c3)OCCO4)nc2c1	97	-12	-9	99	0.3	0	-7	99	0	-6	23
43	Cn1c(=O)[nH]c(=O)c2c1nc(Br)n2CCCO	97	0	-3	99	-0.1	-1	1	93	2	-2	15
44	CCc1cccc(C)c1NC(=O)c1ccc(CN2CCc3ccccc3C2)cc1	90	0	2	79	0.6	-3	-6	76	3	-7	7
45	COc1cc(OC)c(C2=NOC(C(=O)N3CCCc4ccccc43)C2)cc1Cl (configuration not stated)	104	-12	-15	103	1.8	5	-24	106	26	0	43
46	CCS(=O)(=O)N1CCN(C(=O)COc2ccc(-c3ccccc3)cc2)CC1	101	-7	-4	103	-0.3	2	-7	103	3	4	33
47	O=c1cc(O)nc(SCc2ccccc2)n1-c1ccccc1	92&96	1&-9	0&0	96&95	0.7&0.0	0&5	0&-2	94&96	2&1	4&-1	18&47
48	CCCn1nnc(NC(=O)Cc2ccc(Cl)cc2)n1	104	0	-3	105	1.1	-5	-2	104	11	-2	64
49	COc1ccc(O)c(/C=c2/sc3nc4cc(C)c(C)cc4n3c2=O)c1	98	1	0	92	0.4	0	3	97	-2	0	29
50	Cc1nn(C(=O)c2ccco2)c(C)c1Sc1ccccc1	105	-15	-16	105	0.2	2	-9	106	1	-3	13

(further entries)
no.	smiles	RGS7-Gao	Bim-Bfl-1	Bim-Bcl-2	RGS8-Gao	ABCB1 block	Bim-Bcl-W	Bim-Bcl-B	RGS4-Gao reg	ABCG2 inh	Bim-Bcl-XL	GSH fluor
51	CCCC1(C(=O)OCC)NC(c2ccc(N(C)C)cc2)C2C(=O)N(c3ccc(OCC)cc3)C(=O)C21 (configuration not stated)	95	-3	-1	95	1.5	-2	-2	96	5	-3	6
52	CCC(=O)Nc1ccccc1C(=O)OCC(=O)c1cccc2ccccc12	101	0	1	98	1.1	0	-1	101	6	1	24
53	Cc1ccc(C(=O)NNC(=O)c2cccs2)cc1	99	-2	0	100	-0.4	1	-3	104	-2	-1	15
54	CCCOc1ccc(CSC(CC(=O)O)C(=O)O)cc1 (configuration not stated)	99	0	1	100	0.4	-2	0	100	2	0	18
55	CCNC(=S)NNC(=O)c1ccc(OC)cc1	98	-5	0	101	1.2	1	-4	105	15	-1	10
56	Fc1ccc(-c2n[nH]c(=S)c3ccccc23)cc1	100	5	-1	100	-0.8	3	-23	98	5	0	7
57	CSc1nnc(C)c(=O)n1COC(=O)c1ccc(S(=O)(=O)N2CCOCC2)cc1	108	-4	-2	105	-0.2	-4	-4	107	0	-9	13
